NPY1 pot ag: potentiators or agonists of human neuropeptide Y receptor Y1 | AID 1304 | P25929 | actives 0.37% (n = 220,000) | NPY-Y1 expressing cells, potentiator/agonist activation | activation, % at 3.6 µM; in the data active = activation above about 33%, passing the limit was not always enough;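 note: cells stimulated with NPY at EC10 then isoproterenol at EC100; 0% = low agonist plus stimulus and 100% = saturating agonist plus stimulus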
Target sequence (P25929 whole entry, looked up): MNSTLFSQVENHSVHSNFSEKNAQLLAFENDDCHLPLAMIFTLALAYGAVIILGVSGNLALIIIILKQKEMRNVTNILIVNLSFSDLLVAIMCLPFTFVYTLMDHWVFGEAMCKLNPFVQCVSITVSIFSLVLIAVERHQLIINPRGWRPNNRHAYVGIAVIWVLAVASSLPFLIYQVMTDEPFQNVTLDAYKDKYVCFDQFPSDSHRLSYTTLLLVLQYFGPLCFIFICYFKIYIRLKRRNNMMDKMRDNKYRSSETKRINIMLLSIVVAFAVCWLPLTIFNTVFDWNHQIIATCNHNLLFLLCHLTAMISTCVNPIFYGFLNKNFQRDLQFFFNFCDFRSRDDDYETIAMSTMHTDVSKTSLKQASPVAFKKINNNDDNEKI
p97 inhibitor: human p97 ATPase inhibition. P55072. recombinant p97 ATPase, Kinase-Glo ATP luminescence, 3 h. inhibition, % at 8 µM. actives 0.42% (n = 220,000); in the data active = inhibition above about 15%;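 note: 0% = DMSO vehicle and 100% = wells lacking enzyme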
NPY-Y2 PAM-ag: potentiates or activates human NPY-Y2 receptor | activation, % at 3.6 µM | actives 0.45% (n = 220,000) | AID 1359 | cells expressing NPY-Y2, potentiator/agonist read-out; in the data active = activation above about 27%;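 note: cells stimulated with NPY near EC25 plus isoproterenol at EC100; 0% = vehicle plus submaximal agonist and 100% = vehicle plus saturating agonist; some results beyond the cut were filed as inactive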
S1P4 ag: agonists of human S1P4 receptor | O95977 | S1P4-expressing cell line, agonist reporter assay | activation, % at 4.98 µM | actives 0.35% (n = 220,000); in the data active = activation above about 11%;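 note: 0% = DMSO vehicle and 100% = reference agonist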
eIF4E 4G PPI: inhibitors of eIF4E and eIF4G interaction in translation initiation | TR-FRET eIF4E-eIF4GI(517-606) binding, 2 h | P63073+Q04637 | inhibition, % at 21.7 µM | actives 0.37% (n = 220,000);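 active = inhibition above about 30%, limit read from the data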;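 note: 0% = full FRET control wells and 100% = background wells lacking eIF4GI fragment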
NPY Y1 blocker: blocks the human neuropeptide Y Y1 receptor; AID 1040; P25929; actives 1% (n = 200,000); HEK293-CNG Y1 cells, membrane potential fluorescence; NPY at EC95, then isoproterenol; inhibition, % at 3.6 µM;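 active = inhibition above the campaign mean inhibition of all tested compounds plus 3 SD, cut at about 20% in these data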;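 note: 0% = DMSO wells given NPY plus isoproterenol and 100% = isoproterenol alone without NPY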
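System: HEK293 cells with Y1 receptor plus CNG channel / Probe or stimulus: NPY 25 nM then isoproterenol 1 µM plus Ro 20-1724 25 µM / Compound: one concentration, 3.6 µM, in 0.4% DMSO / Schedule: compound incubation 1 h at room temperature, readout 45 min post-stimulation / Measured by: membrane potential fluorescence / Read-out: % inhibition of NPY effect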
PGE2 EP2 inh: blocks the human prostaglandin E2 receptor EP2. P43116. C6 glioma cells expressing human EP2, cAMP TR-FRET; cells stimulated with saturating PGE2. inhibition, % at 25 µM. actives 0.52% (n = 260,000);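 active = percent inhibition above 40 after rounding to a whole number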;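 note: rat C6 glioma host cells with rolipram phosphodiesterase inhibitor present; the protocol text gives 20 µM as final concentration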
Target sequence (P43116 whole entry, looked up): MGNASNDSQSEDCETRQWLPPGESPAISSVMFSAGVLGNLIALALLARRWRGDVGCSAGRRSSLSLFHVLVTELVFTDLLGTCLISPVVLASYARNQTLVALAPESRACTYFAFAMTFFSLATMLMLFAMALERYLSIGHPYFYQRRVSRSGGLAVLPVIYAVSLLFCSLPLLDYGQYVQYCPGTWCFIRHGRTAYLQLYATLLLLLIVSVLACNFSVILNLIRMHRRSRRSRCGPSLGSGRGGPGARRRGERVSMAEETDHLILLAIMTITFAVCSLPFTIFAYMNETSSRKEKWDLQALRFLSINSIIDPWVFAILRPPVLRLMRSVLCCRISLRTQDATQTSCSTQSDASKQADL
EP2 mod: EP2 receptor (human) modulation | P43116 | EP2-expressing cells, cAMP HTRF FRET, PGE2 co-stimulation | induction, % at 25 µM | actives 0.83% (n = 260,000) | AID 940;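 active = compounds whose cAMP rise, as percent of the full-agonist control response, exceeds 60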;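 note: rat C6 glioma line stably carrying human EP2 under a CMV promoter; the protocol text gives 20 µM as final concentration; 100% = response of wells given 1 µM PGE2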
S1P4 antag: antagonists of human S1P4 receptor. O95977. S1P4-expressing cells, antagonist mode, reporter read-out. inhibition, % at 4.98 µM. actives 0.26% (n = 220,000); in the data active = inhibition above about 29%;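 note: 0% = wells stimulated with agonist and 100% = vehicle wells without agonist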
Active calls of the source: *; . = not tested or not shown; & = joins results of further samples; [ ] = remark or other dose. Some of the compounds tested. The share of hits here may be higher or lower than overall.

molecule,NPY1 pot ag,p97 inhibitor,NPY-Y2 PAM-ag,S1P4 ag,eIF4E 4G PPI,NPY Y1 blocker,PGE2 EP2 inh,EP2 mod,S1P4 antag
O=C(NCCc1ccccn1)/C(=C/c1ccco1)NC(=O)c1ccccc1,6,6,6,0.6,-7,1,7,5,-18
CCc1nc(SCC(=O)NCc2ccc(F)cc2)c2c(=O)n(C)c(=O)n(C)c2n1,18,4,-7,3.0,0,-2,.,-10,-80
Cc1nc(NC(=O)COC(=O)c2ccc(S(=O)(=O)N3CCc4ccccc4C3)cc2)c(Cl)cc1Cl,0,2,-3,1.9,-1,1,13,28,4
CCn1c(=O)c2cc(C(=O)N(C)c3cc(C)ccc3OC)sc2c2ccccc21,-26,-2,-23,0.6,1,.,7,4,-20
COCCN(C(=O)CCc1ccccc1OC)c1nnc(-c2cccnc2)s1,24,-3,18,1.0,1,-5,12,5,-11
CCOC(=O)C1(CCOC)CCN(C2C3CC4CC(C3)CC2C4)CC1 (configuration not stated),14,5,0,0.0,2,4,6,-9,10
COC(=O)c1ccccc1NC(=O)Cc1nc(-c2ccccc2)sc1-c1ccc(C)cc1,6,3,4,5.4,-7[fluorescence artefact?],1,7,13,-15
Cc1cc(C)c2[nH]c(=O)c(CN(Cc3ccco3)C(=S)NCC3CCCO3)cc2c1 (configuration not stated),9,2,-1,0.3,8[fluorescence artefact?],7,6&8,11&7,3
Clc1ccc(C2CC(c3cccs3)n3ncnc3N2)c(Cl)c1 (configuration not stated),-3,-6,-19,27*,1,-1,3&7,-41&-104,5
Cc1cc(C)c(NC(=O)CCCN2CCOCC2)c(C)c1,-5,3,6,-2.2,-1[fluorescence artefact?],1,3,-3,-2
O=C(Nc1ccccc1-c1nnc(SCc2ccccc2Cl)o1)c1ccccc1,-2,2,-23,0.5,0,2,5,38,-5
O=C(CSc1ccc(-c2ccccn2)nn1)Nc1nccs1,-11,4,-4,-0.5,2,-2,5,-48,-2
Cc1ccc(C2c3sc(=O)[nH]c3SC3C4CC(C5C(=O)N(C(C)C(=O)O)C(=O)C45)C23)cc1 (configuration not stated),-1,-5,12,-1.4,-19[fluorescence artefact?],1,4,18,-18
O=[N+]([O-])c1ccc(N/N=C\c2ccccc2OCc2ccccc2)cc1,9,2,-3,-1.4,4,0,6,-7,-16
c1ccc(-c2nnc(-c3ccccc3)c(-c3c[nH]c4ccccc34)n2)cc1,-10,3,1,1.2,-6,-5,10,22,-2
O=[n+]1c2c(n([O-])c3cc(Br)ccc31)CCCC2,-3,2,-2,-0.9,4[fluorescence artefact?],-1,9,-4,-19
CN(C)C(=O)OCC1COc2ccccc2O1 (configuration not stated),-2,1,9,-0.8,2,.,11,4,-1
CCOC(=O)c1c(C)[nH]c(C(=O)C(C)OC(=O)c2cccc(OCc3c(C)noc3C)c2)c1C (configuration not stated),-13,-2,-8,1.1,0,11,17,21,-6
C=CCNc1nc2c(c(=O)n(C)c(=O)n2C)n1CC,-4,-1,-10,1.7,0,1,7,30,-20
COc1ccc(C(=O)NC(C(=O)NCC2CCCO2)C(C)C)cc1 (configuration not stated),12,3,11,0.6,-5,-3,4,1,-12
O=C(/C=C/c1ccco1)Nc1ccccc1N1CCOCC1,-1,7,12,20*,2,-4,8,-6,-23
Cc1c(/C(O)=C2\C(=O)C(=O)N(CCN(C)C)C2c2ccccc2)cnn1-c1ccccc1 (configuration not stated),5,-1,0,0.7,1,.,5,-5,-13
N#Cc1ccccc1N=C1CCCN1Cc1ccccc1,10,-1,8,-4.4,6[fluorescence artefact?],-3,12,33,5
CN(Cc1ccccc1)Cc1nc2c(c(=O)n(C)c(=O)n2C)n1Cc1ccccc1Cl,-4,-1,9,-2.2,-5,12,7,47,11
O=c1cc(CO)oc(C(Nc2ccccn2)c2ccc(F)cc2)c1O (configuration not stated),-16,4,-6,0.3,7[fluorescence artefact?],-1,11,10,-27
COCC(=O)Nc1ccccc1NC(C)=O,-13,2,-11,0.0,-3[fluorescence artefact?],-7,4,19,-19
Cc1ccc(C)c(OCCCCn2cnc3ccccc3c2=O)c1,-22,-7,-11,0.4,-5,7,5,15,8
COc1ccc(OCC(=O)N2CCN(c3nnc(-c4ccc(C)cc4)c4ccccc34)CC2)cc1,-4,-1,-4,-1.0,-3,.,8,-19,4
O=C(Oc1ccccc1C(=O)Nc1ccccc1)c1ccc(Br)c([N+](=O)[O-])c1,2,4,1,1.1,-1,-2,13,-21,-10
Cc1nn(Cc2ccccc2)c2c1C(c1ccco1)C(C#N)=C(N)O2 (configuration not stated),-25,2,10,-0.4,5,5,13,5,-22
CC(C)NC(=O)COC(=O)c1ccc(Cl)c(S(=O)(=O)N2CCCC2)c1,-24,5,1,-5.1,-9[fluorescence artefact?],1,14,4,-7
O=C1C(Cc2ccccc2)C(c2ccccc2)N1c1ccccc1 (configuration not stated),-10,-2,5,-1.0,-10,11,9,42,-11
Cn1nnc(NC(=S)NC(=O)Cc2ccccc2)n1,-2,-1,2,1.0,-1,-4,7,19,-1
CCCCCn1nc(C)c2c(C)cc(=O)[nH]c21,-37,1,7,2.1,1,2,8,18,-12
COc1ccc(/C=C/C(=O)NCC2COc3ccccc3O2)cc1OC (configuration not stated),10,2,-15,0.5,1,8,22,-95,-10
CCc1ccc(Nc2nnc(SCC(=O)NCCN3C(=O)CSC3=O)s2)cc1,-10,-1,3,-0.9,-1,-6,12,23,-10
O=C(CNC(=O)OCc1ccccc1)NCC(=O)N1CCCC1C(=O)OCc1ccccc1 (configuration not stated),11,1,8,0.1,-10,3,15,14,-15
CS(=O)(=O)N(CCc1ccccc1)CC(=O)N1CCc2ccccc2C1,-31,-3,-3,0.0,1,5,8,-16,-1
O=C1c2ccc([N+](=O)[O-])cc2C(=O)N1c1c[nH]c(=O)[nH]c1=O,7,6,4,1.7,1,-4,5,30,-2
CC(C)N(CC#CC(O)(c1ccccc1)c1ccccc1)C(C)C,17,5,-17,2.3,1,.,13,-12,9
COC(=O)c1sccc1NC(=S)Nc1ccccc1,8,4,-3,-0.7,-2,-3,7,31,-10
CNc1nc(Oc2ccc(C(=O)OC)cc2)nc(SC)n1,-10,-1,15,1.5,1,-3,13,8,-7
COCCCn1c(C)nnc1SCc1ccc(C(C)(C)C)cc1,11,4,8,0.7,-1,2,5,-1,9
Cc1ccccc1-c1nn(-c2ccc(F)cc2F)cc1CNCCN(C)C,2,3,-19,-0.8,2,7,5,-20,-2
CCOC(=O)C1C(=O)NC(N2CCN(Cc3ccccc3)CC2)=NC1c1ccccc1 (configuration not stated),-2,0,6,-1.8,-6,-4,10,16,-11
Cc1ccc2nc(/C(C#N)=C\c3cc(O)ccc3[N+](=O)[O-])[nH]c2c1,-31,1,-25,0.0,2,4,8,-27,4
CNC(=O)[C@H](C)[C@@H]1C[C@@]1(C)[C@@H](NC(=O)OCc1ccccc1)c1ccccc1,-6,1,-2,1.0,3[fluorescence artefact?],0,7,16,2
CN(C)C(=O)c1cn(-c2ccccc2)c(=O)c2ccccc12,14,3,21,0.9,3,-2,5,5,6
Cc1oc(CN2CCOCC2)cc1C(=O)O,-6,6,11,-0.3,5,1,2,35,14
Cc1ccc2nc(SCC3CCCCO3)[nH]c2c1 (configuration not stated),15,2,-6,-0.8,-6,.,4,5,-13
CCCCS(=O)(=O)Nc1ccc2ncn(C)c(=O)c2c1,-9,-1,-10,-0.8,8,-1,14,-3,10
CCNC(=O)NC(=O)C(C)OC(=O)CNS(=O)(=O)c1c(Cl)cc(Br)cc1Cl (configuration not stated),1,7,-3,0.5,-3,-5,8,3,-12
CCCCNC(=O)CCCCC(=O)N/N=C/c1ccccc1Cl,-13,4,-2,1.2,1,-2,8,-10,-5
Cc1ccc2oc(-c3cccc(NC(=O)/C=C/c4cccc([N+](=O)[O-])c4)c3C)nc2c1,13,-4,15,-0.7,2,5,11,17,-25
CCN(CC)CCn1c(=N)n(CC(O)c2ccc(OC)c(OC)c2)c2ccccc21 (configuration not stated),-1,1,11,0.5,1,1,5,28,8
O=C(COc1ncnc2ccc(Br)cc12)Nc1ccc(N2CCOCC2)cc1,10,2,19,0.4,-1,3,2,12,-6
Cc1cc(O)c(NC(=O)c2ccco2)cc1C,-5,-5,-10,0.5,4[fluorescence artefact?],10,9,-4,-1
Cc1nc(NC(=O)/C=C/c2ccccc2)sc1C(=O)Nc1ccc(Cl)cc1,-9,2,-3,-1.6,-7,1,10,-46,-5
CC1(C)CC(=O)c2cc(OCC(=O)NCCCN3CCN(c4ccc(F)cc4)CC3)ccc2O1,13,2,11,-0.8,10,-8,6,12,3
O=c1ncn(-c2ccccc2F)c2ncccc12,4,3,14,0.7,-8,8,1,22,0
N#CCC(CNc1ncc(C(F)(F)F)cc1Cl)OC(=O)c1c(F)cccc1F (configuration not stated),-21,-2,-7,0.9,.,4,4,.,7

Quoted from above (2 entries):
molecule,NPY1 pot ag,p97 inhibitor,NPY-Y2 PAM-ag,S1P4 ag,eIF4E 4G PPI,NPY Y1 blocker,PGE2 EP2 inh,EP2 mod,S1P4 antag
COC(=O)c1sccc1NC(=S)Nc1ccccc1,8,4,-3,-0.7,-2,-3,7,31,-10
CNc1nc(Oc2ccc(C(=O)OC)cc2)nc(SC)n1,-10,-1,15,1.5,1,-3,13,8,-7
